Screening results as filed in PubChem BioAssay.
AID inh: Primary qHTS assay for inhibitors of Activation Induced Cytidine Deaminase (AID): AID signal. AID deamination FRET fluorescence, UDG-coupled, 4 h. 0.32% of 91,000 active. Potency, µM (doses to about 115 µM), for inactives: at the highest dose activity change, negative = inhibition, hits mostly inhibitors. Single-stranded DNA cytosine deaminase (Homo sapiens), Q9GZX7. AID 1347428, 2020; also: nearly all actives have a fitted effect of over 25% in size
Target sequence (Q9GZX7 whole entry, looked up): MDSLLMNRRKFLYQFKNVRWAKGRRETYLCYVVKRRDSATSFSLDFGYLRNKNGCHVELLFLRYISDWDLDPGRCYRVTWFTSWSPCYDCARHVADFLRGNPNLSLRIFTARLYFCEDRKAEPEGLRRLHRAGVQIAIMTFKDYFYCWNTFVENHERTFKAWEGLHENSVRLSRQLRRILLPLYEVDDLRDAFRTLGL
UDG counterscr: Primary qHTS assay for inhibitors of Activation Induced Cytidine Deaminase (AID): UDG Counterscreen signal; 0.14% of 91,000 active; FRET deamination/UDG coupled assay, UDG read, 4 h; Potency, µM (highest dose often 115 µM), inactives show at the top dose activity change, negative = inhibition, most hits filed as inhibitors; also: nearly all actives have a fitted effect of over 65% in size
The depositor's hits bear a star; ? = inconclusive; [ ] = dose if it differs, or a comment. Calls follow the shape of the dose curve; as a rule, active = well fitted curve in the direction sought with a large enough effect; inconclusive = small, poorly fitted or top-dose-only effect, or another doubt; inactive = no such curve, though single readings can be large; an effect the other way counts as inactive or inconclusive. % is scaled to controls: 0 for no effect and ±100 for the full control effect; potency is read from the fitted curve at half-maximal effect. This is a subset. The share of hits here may be higher or lower than overall.

SMILES	AID inh	UDG counterscr
COc1ccccc1Cn1c(CNS(=O)(=O)c2c(C)cc(C)cc2C)nc2cccnc21	-2%	0%
CCCCOc1cc(CC2CNC(=O)N2)ccc1OC (stereo not given)	2%	2%
O=C(c1ccc2c(=O)n(CCc3ccccc3)c(=O)[nH]c2c1)N1CCN(c2ccc(Cl)cc2)CC1	0%	-15%
CCN1CCN(C(=O)c2ccc3[nH]c(C)c(C)c3c2)CC1	6%	1%
O=C(NC1CCCc2ccccc21)c1ccc2ccccc2n1 (stereo not given)	-18%	-3%
CCC(=O)Nc1ccc(-c2nc3ccc(C)cc3o2)cc1	-7%	18%
COc1ccc(C(=O)NCc2ccc3c(c2)CCN3C(C)=O)cc1OC	15%	-2%
COc1ccc(CN2CCN(c3ncnc4sc5c(c34)CCCC5)CC2)cc1F	?	-16%
O=c1oc2ccc3ccccc3c2cc1-c1nnc(Nc2ccc(Cl)cc2Cl)s1	7%	0%
Cc1ccc(S(=O)(=O)NCC(CCC(=O)O)C(F)(F)F)cc1 (stereo not given)	5%	10%
N#CCCn1cc(C(=O)Nc2ccc(Cl)cc2)c(-c2cccs2)n1	4%	4%
COc1ccc2c(=O)cc(-c3ccccc3)oc2c1	-26%	-9%
CC(=O)Nc1ccc(S(=O)(=O)NCCc2csc3nc(-c4ccc(Cl)cc4)nn23)cc1	-5%	-7%[57.5 µM]
Cc1ccc(C(C)C)c(Oc2ccc(C(=O)O)cc2)c1	-17%	-10%
CCCCN(CC)CCCNC(=O)c1cn(CC)c2ccc(S(=O)(=O)N3CCc4ccccc4C3)cc2c1=O	?	-19%
COc1ccc(OC)c(CNC(=O)c2ccc3c(c2)c(C)c(C)n3Cc2ccc(Cl)cc2)c1	-1%	32%[activator]
Nc1nc(Cl)nc(Nc2ccc(F)cc2)c1[N+](=O)[O-]	9%	3%
Nc1c(Cl)cc(C23CC4CC(CC(C4)C2)C3)cc1Cl	-13%	-7%
COc1ccc(N(C)C(=O)c2cc(S(=O)(=O)N3CCc4ccccc43)cn2C)c(OC)c1	-10%	-18%
Cc1c(CC(=O)N2CCN(C(=O)C3COc4ccccc4O3)CC2)c(=O)oc2cc(O)ccc12 (stereo not given)	-3%	-2%
N#C/C(=C\c1cn(CC(=O)NCc2ccco2)c2ccccc12)C(=O)NC1CCCCC1	-1%	5%
CCN(Cc1cccs1)C(=O)CCl	-12%	-12%
Cc1ccc2oc(-c3ccc(NC(=O)c4cc([N+](=O)[O-])ccc4N4CCOCC4)cc3)nc2c1	-18%	-2%
COc1ccc(NC(=O)CCc2nnc3n(CC(C)C)c(=O)c4ccccc4n23)cc1OC	5%	3%
CCc1ccccc1Nc1nn2c(=O)c3ccc(C(=O)Nc4cc(C)cc(C)c4)cc3nc2s1	-23%	-3%
CCCc1cc(C(=O)NNC(=S)NC)cs1	2%	6%
O=C(OCc1coc(-c2ccccc2)n1)C1=NN(C2CCS(=O)(=O)C2)C(=O)CC1 (stereo not given)	4%	5%
COc1cccc(CNC(=O)Cn2nc(-c3ccc(C)cc3)ccc2=O)c1	0%	-6%[57.5 µM]
Cc1cccc(Cn2c(=O)n(CCC(=O)NCCc3ccc(Cl)cc3)c(=O)c3sccc32)c1	17%	0%
O=S(Cc1ccc(Cl)cc1)Cc1cccc(F)c1 (stereo not given)	-2%	4%
COc1cc(OC)c(NC(=O)c2c3c(nn2C)-c2ccccc2SC3)cc1Cl	-4%	3%
O=S(=O)(c1ccc(Cl)cc1)c1nnn2c1nc(NC1CCCC1)c1sccc12	-21%	0%
Fc1ccccc1CSc1nnc([C@@H]2CCCN2)o1	-3%	-1%
COC(=O)c1ccc(CNC(=O)c2nc(Cn3nc(C)c(Br)c3C)no2)cc1	36%[activator]	11%
CCOC(=O)c1cc2c(=O)n3ccccc3nc2n(CC(C)C)c1=NC(=O)c1c(-c2c(F)cccc2Cl)noc1C	-18%	0%
N#Cc1ccccc1OCc1ccc(-c2ccccc2C#N)cc1	-5%	2%
O=C(COc1ccc2ccccc2c1)Nc1nc2n(n1)C(c1ccccc1)CC(=O)N2 (stereo not given)	-2%	-7%
CCOc1ccc(NC(=O)CSc2nc(-c3ccccc3)c3cc(OCC)ccc3n2)cc1	-6%	11%
COc1cc(C2C(=O)N(C3CCCCC3)CC(=O)N2Cc2ccc(C)cc2)ccc1OC(C)C (stereo not given)	3%	-1%[57.5 µM]
Cc1oc(-c2nc(C#N)c(NCc3ccccc3)o2)cc1S(=O)(=O)N1CCCCC1	3%	-4%
Cn1ccnc1C(O)(CC(=O)Nc1ccccc1)C(F)(F)F (stereo not given)	-12%	-17%
CCc1ccc(NC(=O)C(Cc2ccccc2)NS(=O)(=O)c2ccc3c(c2)CCN3C(C)=O)cc1 (stereo not given)	0%	15%
CCONC(=O)CSCc1ccc(C)cc1	6%	2%
CCCCCCCNC(=O)c1ccc(Nc2ccc(-c3cccc(C)c3)nn2)cc1	-4%	1%
COc1ccc(CNC(=O)CSc2nc(C3CC3)nc3ccccc23)cc1	2%	-11%
CC(=O)COc1ccc2c(C)c(CC(C)C)c(=O)oc2c1	1%	8%
CCCOc1c(Cl)cc(C(=O)Nc2nnc(CC)s2)cc1OC	-10%	-12%
Cc1ccc(Nc2ncc(C(=O)Nc3ccc(F)cc3F)c3ccccc23)cc1Cl	27%	2%
CN(C(=O)c1nc(-c2cccc(F)c2)n2c1CCCCC2)c1ccccc1F	-24%	-2%
CCC(CC)NC(=O)COc1ccccc1NC(C)=O	-3%	-2%
Cc1ccc(NC(=O)CCn2nc(C)c3c(C)n(-c4ccccc4)nc3c2=O)cc1Cl	7%	-11%
CC(C)NC(=O)CCSc1nc(-c2ccc3c(c2)OCO3)cc(C(F)(F)F)n1	-7%	7%
O=C(OCc1cccc2cccnc12)c1ccccn1	7%	-3%
Clc1cccc(-c2noc(-c3ccc[nH]3)n2)c1	-10%	-4%
O=[N+]([O-])c1ccc(Oc2cccc3cccnc23)cc1	6%	1%
Cc1ccc(N2C(=O)C(CC(=O)Nc3ccc(F)cc3)N(Cc3ccc4c(c3)OCO4)C2=O)cc1 (stereo not given)	14%	-6%
CCc1nn(CC(=O)NCc2ccc(OC)cc2OC)c(=O)c2cc3c(OC)cccc3n12	-20%	0%
Cc1cc(C)nc(/N=C2\NC(=O)CC(C(=O)O)N2c2ccc(Oc3ccccc3)cc2)n1 (stereo not given)	-18%	4%
Cc1cc(C)cc(N(C)S(=O)(=O)c2nnc(NC(=O)COc3ccc(Cl)cc3)s2)c1	39%[activator]	-4%[57.5 µM]
CN(Cc1ccccc1C(F)(F)F)C(=O)C1CCN(Cc2cccnc2)CC1	5%	-1%

Already shown: an excerpt of the list.
SMILES	AID inh	UDG counterscr
COc1ccccc1Cn1c(CNS(=O)(=O)c2c(C)cc(C)cc2C)nc2cccnc21	-2%	0%
CCCCOc1cc(CC2CNC(=O)N2)ccc1OC (stereo not given)	2%	2%

More structures
SMILES	AID inh	UDG counterscr
COc1ccc(-c2cn3c(n2)sc2cc(C(=O)NCc4cccc(F)c4)ccc23)cc1	6%	-1%[57.5 µM]
COC(=O)c1cc(NCc2ccccc2F)ccc1N1CCOCC1	3%	-2%
COc1ccc(CNC(=O)CN2C(=O)N(c3cccc(OC)c3)S(=O)(=O)c3ccccc32)cc1	14%	6%
CCCc1cc(=O)[nH]c(Nc2nc(C)c3ccccc3n2)n1	?	-1%
Cc1ccc(N2C(=O)N(Cc3cc(=O)n4ccccc4n3)c3ccccc3S2(=O)=O)cc1Cl	-15%	-3%
Cc1cccc(NC(=O)CSc2nc(C)cc(C)c2C(=O)Nc2ccc(Cl)cc2)c1	12%	9%
Cc1ccc(C)c(N2CCN(C(=O)C(C)n3c(C)c4cnn(-c5ccccc5)c(=O)c4c3C)CC2)c1 (stereo not given)	-12%	-21%
c1ccc(-n2nnnc2CNc2cccc3c2CCCC3)cc1	-6%	0%
O=C(NC1CC2CC1C1CCCC21)c1ccc(Cl)nc1 (stereo not given)	0%	7%
COc1ccc(Nc2nc3ccccc3nc2NS(=O)(=O)c2cccs2)cc1	-21%	43%[activator]
COc1ccc(CN2CCC(C)CC2)cc1	-4%	-6%
CCOc1cc(/C=C(\C#N)C(=O)NCC2CCCO2)ccc1O (stereo not given)	5%	6%
Cc1ccc(Cl)c(OCn2ccc(C(=O)N3CCN(Cc4ccccc4F)CC3)n2)c1	-3%	-2%
CC(CN1CCN(C)CC1)OC(=O)COc1ccc(F)cc1 (stereo not given)	7%	2%
CN(Cc1ccc(C(F)(F)F)cc1)C(=O)C1CCCCC1	-1%	1%

Another view of some results above:
smiles | AID inh | UDG counterscr
COc1ccc(Nc2nc3ccccc3nc2NS(=O)(=O)c2cccs2)cc1 | -21% | 43%[activator]
COc1ccc(CN2CCC(C)CC2)cc1 | -4% | -6%
CCOc1cc(/C=C(\C#N)C(=O)NCC2CCCO2)ccc1O (stereo not given) | 5% | 6%
Cc1ccc(Cl)c(OCn2ccc(C(=O)N3CCN(Cc4ccccc4F)CC3)n2)c1 | -3% | -2%
CC(CN1CCN(C)CC1)OC(=O)COc1ccc(F)cc1 (stereo not given) | 7% | 2%
CN(Cc1ccc(C(F)(F)F)cc1)C(=O)C1CCCCC1 | -1% | 1%

(cont.)
SMILES	AID inh	UDG counterscr
CCN(CC)CCNC(=O)Cn1cnc2sc(C)c(S(=O)(=O)N3CCN(c4ccccc4OC)CC3)c2c1=O	15%	0%
N#Cc1c(C(F)(F)F)cc(-c2ccccc2)nc1SC/C=C/c1ccccc1	-19%	-11%
CCCn1c(=O)c2ccccc2n(CC(=O)N(C)c2ccccc2)c1=O	1%	-2%
CCOC(=O)c1cnc(SCc2nc(-c3ccc(Cl)cc3)oc2C)nc1N	-2%	3%
Cn1c(=O)n(CCCc2ccccc2)c(=O)c2c1nc1n2CCN1c1ccccc1	-1%	0%
CCOc1ccc(Nc2nc3ccccc3nc2NS(=O)(=O)c2cccs2)cc1	-23%	25%
O=C(Nc1noc2ccccc12)c1ccc(Br)o1	-4%	-6%
COc1cn(-c2ccccc2)nc1C(=O)OCC(=O)NC1CCCC1	2%	2%
CCOc1ccc(S(=O)(=O)NCc2nc3cccnc3n2Cc2ccccc2OC)cc1	16%	11%
CC(C)(C)C(=O)/C=c1/[nH]c(=O)/c(=C/c2ccc(F)c(F)c2)s1	-1%	-2%
Cc1cccc(C(=O)Nc2cccc(C(=O)OCc3cc(=O)n4c5c(sc4n3)CCCC5)c2)c1	-1%	0%
COc1ccc(-c2c(NC(=O)c3ccccc3)oc3ccccc3c2=O)cc1	5%	-2%
Cc1cc2nc(-c3ccc(OCc4ccccc4)cc3)cc(C(F)(F)F)n2n1	6%	13%
Cc1ccc(NC(=O)c2c(C)cc(C)nc2SCC(=O)Nc2ccc(Br)cc2)cc1	14%	0%
Cc1ccc(CCNC(=O)c2ccc3c(=O)n(-c4ccccc4)c(=O)[nH]c3c2)cc1	19%	0%

Some of the entries so far, in CSV form.
SMILES,AID inh,UDG counterscr
COc1cn(-c2ccccc2)nc1C(=O)OCC(=O)NC1CCCC1,2%,2%
CCOc1ccc(S(=O)(=O)NCc2nc3cccnc3n2Cc2ccccc2OC)cc1,16%,11%
CC(C)(C)C(=O)/C=c1/[nH]c(=O)/c(=C/c2ccc(F)c(F)c2)s1,-1%,-2%
Cc1cccc(C(=O)Nc2cccc(C(=O)OCc3cc(=O)n4c5c(sc4n3)CCCC5)c2)c1,-1%,0%

New compounds follow.
SMILES	AID inh	UDG counterscr
COc1ccc(C2C=C(c3ccccc3)Nc3nc(NC(=O)c4ccc(C)cc4)nn32)cc1 (stereo not given)	-19%	-5%
CCOc1ccc(CNC(=O)c2ccc(CS(=O)Cc3ccc(Cl)cc3)o2)cc1 (stereo not given)	2%	10%
FC(F)Sc1ccc(NC(=S)N(Cc2ccccc2)Cc2ccccc2)cc1	-6%	-4%
COc1ccc(Cn2c(=O)c3cccnc3n(Cc3cccc(OC)c3)c2=O)cc1	-22%	-12%
C#CCn1c(=NC(=O)c2ccc3c(c2)OCCO3)sc2cc(OC)c(OC)cc21	9%	0%
Cc1cccc(C)c1NC(=O)C(=O)NCC(c1ccc2c(c1)OCO2)N1CCN(C)CC1 (stereo not given)	-4%	2%
CCCCNC(=O)C1CCN(S(=O)(=O)CCC)CC1	12%	-10%
COc1ccc(S(=O)(=O)NCC(c2ccco2)S(=O)(=O)c2cccs2)cc1OC (stereo not given)	8%	-1%
Cc1cccc(CNC(=O)c2ccc3c(c2)N(C)C(=O)C2CCCCN32)c1 (stereo not given)	0%	?
O=c1n(Cc2ccc(Cl)cc2)c2ccccc2c2nc(-c3ccccc3)nn12	16%	8%[57.5 µM]
COc1ccc(Cn2c(=O)c3oc4ccccc4c3n(CC(=O)Nc3ccc(F)cc3F)c2=O)cc1	16%	3%[57.5 µM]
O=C1CCSC2(C(=O)N(Cc3ccc(F)cc3)c3ccccc32)N1c1ccc(Cl)cc1 (stereo not given)	-13%	22%
CC(C)Oc1cccc(C(=O)Nc2cc(C(C)(C)C)on2)c1	-3%	5%
COc1cc(-c2nc(Cn3nnc(C(=O)Nc4ccccc4C)c3C)c(C)o2)cc(OC)c1OC	3%	0%
CCS(=O)(=O)N1CC(=O)N(c2ccc(Cl)cc2C)C(C)(C(=O)NC2CCCCC2)C1 (stereo not given)	4%	-9%
O=C(CSc1nnnn1C1CCCC1)NC(c1ccccc1)c1cccs1 (stereo not given)	-18%	-9%
CCOC(=O)c1cccc(C(=O)O)n1	5%	8%
